SNCA viab count: cell viability loss counter-screen; HEK-293-SNCA-luc viability, GF-AFC fluorescence, 24 h; Potency, µM (highest dose often 57.1 µM), for inactives: at the highest dose activity change, negative = cytotoxicity, hits mostly cytotoxic; actives 0.12% (n = 150,000);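 note: potency is the fitted concentration of half-maximal effect; 0% = DMSO-treated cells and -100% = medium-only wells without cells; nearly all actives have a fitted effect of over 30% in size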
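HEK-293-SNCA-luc cells (1500/well) plated 24 h, then exposed 24 h to a dilution series; GF-AFC added 30 min at 37C, fluorescence 405/540 nm; normalised to medium-only and DMSO wells, Hill fit.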
HEK cytotox: HEK 293 cell cytotoxicity | HEK 293 viability, ATP luminescence (CellTiter-Glo), 48-72 h | Potency, µM (series often up to 115 µM), inactives show top-dose activity change, negative = cytotoxicity, most hits filed as inhibitors | actives 6.6% (n = 94,000); note: potency is the fitted concentration of half-maximal effect; nearly all actives have a fitted effect of over 60% in size
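ATP-coupled CellTiter-Glo luminescence served as viability read-out, recorded 10 min after reagent addition at room temperature. HEK 293 cells, 250 cells/well, had been incubated with pintool-transferred compound for 48 or 72 hr at 37 degree Celsius.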
FLuc inh: inhibitors of firefly (Photinus pyralis) luciferase; P08659; purified P. pyralis luciferase, luminescence, biochemical; Potency, µM (highest dose often 115 µM), for inactives: at the highest dose activity change, negative = inhibition, actives largely listed as inhibitors; actives 2.5% (n = 76,000); AID 1347043; note: potency is the fitted concentration of half-maximal effect; nearly all actives have a fitted effect of over 65% in size
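Cell-free enzyme assay, 10nM P. pyralis luciferase, luciferin and ATP each at 10uM. Inhibition profiled over a 6-point titration, read as luminescence.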
NIH3T3 tox: NIH 3T3 cell cytotoxicity. NIH 3T3 viability, CellTiter-Glo ATP luminescence, 48-72 h. Potency, µM (titrated, usually from 96.7 µM), without a hit: at the highest dose activity change, negative = cytotoxicity, usual class: inhibitors. actives 4.3% (n = 94,000). AID 1345082; note: potency is the fitted concentration of half-maximal effect; nearly all actives have a fitted effect of over 55% in size
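Luminescent ATP readout (CellTiter-Glo, 10 min RT) after 48 or 72 hr compound exposure of NIH 3T3 cells seeded at 400 cells/well in 1536-well format; quantitative HTS.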
IP6K1 inhibitor: inhibitors of human IP6K1 | Q92551 | activity change, % (series mostly up to about 58 µM) | actives 0.81% (n = 140,000) | IP6K1 kinase, ADP-Glo luminescence, 2 h; hits give low values | AID 1645851; in the data active = activity change below about -25%
Target sequence (Q92551 whole entry, looked up): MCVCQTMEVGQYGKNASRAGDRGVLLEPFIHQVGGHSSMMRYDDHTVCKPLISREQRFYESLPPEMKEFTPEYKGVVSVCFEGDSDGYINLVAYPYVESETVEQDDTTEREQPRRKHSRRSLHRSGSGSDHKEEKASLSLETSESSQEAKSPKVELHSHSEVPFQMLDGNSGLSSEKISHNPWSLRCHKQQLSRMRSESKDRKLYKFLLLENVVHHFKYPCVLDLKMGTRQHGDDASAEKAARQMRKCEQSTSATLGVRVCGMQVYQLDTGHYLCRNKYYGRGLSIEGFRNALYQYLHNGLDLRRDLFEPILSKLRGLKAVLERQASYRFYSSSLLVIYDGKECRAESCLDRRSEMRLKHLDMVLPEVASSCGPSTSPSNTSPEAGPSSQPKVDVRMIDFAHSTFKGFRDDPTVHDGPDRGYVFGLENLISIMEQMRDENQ
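ADP-Glo luminescence measures ADP made by human IP6K1 during a 2 h RT reaction with ATP/IP6 (mix at 1.3 mM/130 uM); top library doses 57.5 and 19.1 uM final.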
SNCA expr inh: SNCA gene expression inhibition | HEK-293 SNCA-luciferase knock-in, luminescence, 24 h | Potency, µM (series often up to 57.2 µM), for inactives: at the top dose activity change, negative = inhibition, hits mostly inhibitors | actives 0.17% (n = 140,000);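 note: potency is the fitted concentration of half-maximal effect; plate controls were DMSO cells for no effect and cell-free wells for full effect; nearly all actives have a fitted effect of over 45% in size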
GPT2 inhibitor: GPT2 alanine aminotransferase inhibition; Recombinant GPT2, coupled pyruvate oxidase/HRP Amplex Red fluorescence; actives 0.25% (n = 100,000); AID 1671188; Q8TD30; Potency, µM (titrated, usually from 57.7 µM), without a hit: top-dose activity change, negative = inhibition, hits mostly inhibitors; note: potency is the fitted concentration of half-maximal effect; nearly all actives have a fitted effect of over 60% in size; many of its hits are not listed in these tables
Target sequence (Q8TD30 whole entry, looked up): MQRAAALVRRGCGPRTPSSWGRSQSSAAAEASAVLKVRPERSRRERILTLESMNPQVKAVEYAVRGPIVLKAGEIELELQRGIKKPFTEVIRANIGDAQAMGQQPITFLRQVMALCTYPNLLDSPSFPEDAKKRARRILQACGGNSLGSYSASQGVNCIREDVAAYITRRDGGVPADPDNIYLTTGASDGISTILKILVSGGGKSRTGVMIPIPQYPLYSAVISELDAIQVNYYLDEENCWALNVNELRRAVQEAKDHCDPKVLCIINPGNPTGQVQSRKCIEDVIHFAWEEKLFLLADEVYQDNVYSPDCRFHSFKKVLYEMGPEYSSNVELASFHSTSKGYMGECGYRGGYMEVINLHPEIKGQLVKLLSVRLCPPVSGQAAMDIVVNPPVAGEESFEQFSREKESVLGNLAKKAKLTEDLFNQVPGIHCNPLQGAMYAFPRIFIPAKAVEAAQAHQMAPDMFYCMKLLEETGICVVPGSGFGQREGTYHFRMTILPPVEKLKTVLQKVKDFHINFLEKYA
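GPT2 10ng/uL, a-KG 250uM, L-Ala 2mM, HEPES pH7.5 + 0.0001% Tween; 30 min RT. Then Amplex mix (PO/HRP/ThPP), 30 min RT dark, fluorescence. AOA 50uM used as positive control.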
* marks the source's active call; other numbers are inactive results; i = inactive; ? = inconclusive; / = no result given; & = joins results of further samples; [ ] = another dose, or the depositor's remark. Unless noted, calls come from the whole dose curve; as a rule, active = well fitted curve in the direction sought with a large enough effect; inconclusive = small, poorly fitted or top-dose-only effect, or another doubt; inactive = no such curve, though single readings can be large; an effect the other way counts as inactive or inconclusive. Unless noted, % is set by controls: 0 for no effect and ±100 for the full control effect.

Preview (five entries):
SMILES	SNCA viab count	HEK cytotox	FLuc inh	NIH3T3 tox	IP6K1 inhibitor	SNCA expr inh	GPT2 inhibitor
Cc1ccccc1CC(=O)N[C@@H]1CN(S(C)(=O)=O)C[C@H]1CN(C)C	8%	-13%	-11%	-18%	2	5%	i
COc1ccc(-c2ccnc(-c3nnc(C)n3C(C)C)c2)cc1OC	2%[87.6 µM]	-11%[172 µM]	6%[172 µM]	100µM*	-7	-1%[87.6 µM]	4%[88.5 µM]
CCC(=O)N1CCc2[nH]nc(C(=O)NCCCc3ccccc3)c2C1	10%	?	-10%	?	10	44%[activator]	i
Cc1ccc(NC(=O)c2c(NC(=O)Cc3ccccc3)sc3c2CCC3)cc1	-30%	/	/	/	-1	-11%	/
Cc1ccc(F)c(C(=O)N[C@H]2CCOC[C@H]2C2CCOCC2)c1Cl	-1%	-14%	16%	-17%	14	11%	i

All compounds of this part, repeating the preview:
SMILES	SNCA viab count	HEK cytotox	FLuc inh	NIH3T3 tox	IP6K1 inhibitor	SNCA expr inh	GPT2 inhibitor
Cc1ccccc1CC(=O)N[C@@H]1CN(S(C)(=O)=O)C[C@H]1CN(C)C	8%	-13%	-11%	-18%	2	5%	i
COc1ccc(-c2ccnc(-c3nnc(C)n3C(C)C)c2)cc1OC	2%[87.6 µM]	-11%[172 µM]	6%[172 µM]	100µM*	-7	-1%[87.6 µM]	4%[88.5 µM]
CCC(=O)N1CCc2[nH]nc(C(=O)NCCCc3ccccc3)c2C1	10%	?	-10%	?	10	44%[activator]	i
Cc1ccc(NC(=O)c2c(NC(=O)Cc3ccccc3)sc3c2CCC3)cc1	-30%	/	/	/	-1	-11%	/
Cc1ccc(F)c(C(=O)N[C@H]2CCOC[C@H]2C2CCOCC2)c1Cl	-1%	-14%	16%	-17%	14	11%	i
O=C(c1cc2n(n1)CC(c1ccc3c(c1)OCO3)OC2)N1CCCCC1 (centres undefined)	-9%	35µM*	-11%	40µM*	-1	-18%	i
CN(C)C[C@@H]1CN(Cc2ccncc2)C[C@H]1NC(=O)c1ccc(F)cc1	6%	?	-3%	-24%	2	?	?
COc1ccc(NC(=O)CSc2oc(-c3ccc(F)cc3)nc2S(=O)(=O)c2ccc(C)cc2)c(OC)c1	-11%	/	/	/	0	-3%	/
COc1cccc([S+](=O)([O-])N2CCn3c(nnc3C3CCCNC3)C2)c1 (centres undefined)	-32%	-29%	-4%	-10%	6	18%	i
CNC(=O)N1CCC(OC2CCN(S(C)(=O)=O)CC2)CC1	-4%	8%	-4%	0%	11	2%	?
CCC(C(=O)Nc1cc(C(F)(F)F)ccc1Cl)n1nc(C)c2sc3ccccc3c2c1=O (centres undefined)	10%	/	/	/	20	5%	/
Cc1ccc(N2CCN(C(=O)C3CCCN(c4cnc5nccnc5c4)C3)CC2)cc1 (centres undefined)	-10%	?	-8%	?	-13	-26%	i
C/C=C/C1=CC2=CC(=O)C(C)(O)C(OC(=O)c3c(C)cc(O)cc3O)C2CO1 (centres undefined)	-17%	/	/	/	-5	/	-5%[27.3 µM]
CC(=O)N1Cc2ccccc2CC2(CCN(Cc3ccncc3)C2)C1 (centres undefined)	10%	-16%	/	-10%	6	?	i
COc1cc2c(cc1OC)C(COc1ccc(C(C)C)cc1)N(C(=O)COc1ccccc1)CC2 (centres undefined)	?	/	/	/	19	?	/
CC(C)(C)OCC1CN(Cc2cccs2)S(=O)(=O)c2cnccc2O1 (centres undefined)	3%[23.9 µM]	?	/	?	8	-14%[25.6 µM]	-1%[27.3 µM]
O=C(c1ccccc1F)N1CCN(C(=O)N2CC3CC(C2)[C@H]2CCCC(=O)N2C3)CC1 (some centres undefined)	7%	4%	9%	i	-7	11%	i
CCOCC(=O)N1CC(F)(F)C[C@H]1c1nc(C(=O)NC)no1	0%	i	0%	2%	25	27%	-6%
CC1CCN(S(=O)(=O)c2cccc(C(=O)NC3CCS(=O)(=O)C3)c2)CC1 (centres undefined)	-6%	/	/	/	-12	-7%	/
CCOc1ccc(NC(=O)C(C)n2c(=O)cc(C)c3c(C)nn(-c4ccccc4)c32)cc1 (centres undefined)	6%	/	/	/	2	?	/
Cc1ccc(C)c(NC(=O)Cn2cc(S(=O)(=O)Cc3cccc(Cl)c3)c3ccccc32)c1	1%	/	/	/	1	13%	/
COc1cccc(NC(=O)CCC2CCN(C(=O)CN3C(=O)CNC3=O)CC2)c1	0%	-11%	0%	-6%	22	-20%	?
Cc1cnc(CC2CCCNC2)n1Cc1ccc(F)cc1 (centres undefined)	?	?	-1%	-11%	11	2%	1%
COc1ccc(CC(=O)N2CCC(C(=O)N3CCC(c4ccccc4)CC3)CC2)cc1	6%	?	/	?	18	-7%	i
Cc1ccc(C(=O)N2CCC(c3n[nH]c(=O)n3-c3ccc(C)cc3)CC2)cc1	0%	9%	-4%	?	-4	-16%	i

Next part
SMILES	SNCA viab count	HEK cytotox	FLuc inh	NIH3T3 tox	IP6K1 inhibitor	SNCA expr inh	GPT2 inhibitor
Cc1nn(-c2ccccc2)c2c1C(C(C)C)N(C1CCCN(C(=O)N(C)C)C1)C2=O (centres undefined)	/	-2%	/	-5%	-1	/	/
Cc1cccc(S(=O)(=O)N2CCCC(Cn3cc(CO)nn3)C2)c1 (centres undefined)	8%	0%	-2%	5%	0	5%	?
CCOc1ccccc1N1CCN(C(=O)CCn2ccn3nc4c(c3c2=O)CCCC4)CC1	-19%	-17%	-4%	-20%	16	?	i
Cc1cc(C)c(C(=O)N[C@H](C2CCNCC2)C2CC(O)C2)c(C)c1 (some centres undefined)	0%	-36%	-15%	-10%	27	-15%	5%
Cc1ccc(CN2C(=O)[C@@H]3C[C@@H](O)CN3C3(CN(Cc4ccccc4F)C3)C2=O)o1	-1%[87.6 µM]	-1%[172 µM]	-1%[172 µM]	-12%[174 µM]	-13	30%[87.6 µM]	i
CN(CC(=O)N1CCCC(Cc2nncn2-c2ccccc2)C1)S(=O)(=O)c1cccs1 (centres undefined)	-16%	-24%	3%	-26%	-1	-12%	i
COCCCNC(=O)N1CCCC(c2[nH]ccc2C(N)=O)C1 (centres undefined)	10%[12.5 µM]	0%	5%	i	5	?	1%
CC(C)CNC(=O)C1CCN(C(=O)N2CC3CC(C2)[C@H]2CCCC(=O)N2C3)CC1 (some centres undefined)	-1%	2%	3%	0%	0	-15%	i
COCCNC(=O)C1(C)CN(Cc2ccccc2)Cc2ccc(Nc3ccccc3)nc21 (centres undefined)	-25%[87.6 µM]	?	-15%[172 µM]	?	1	-3%[87.6 µM]	2%[88.5 µM]
CCSc1nc(-c2ccccc2)nc2c1Cc1c(CO)cnc(C)c1O2	-1%	/	/	/	15	-2%	/
COc1ccccc1-c1cc(C(=O)NC(C)C)nn2cccc12	4%	-19%	/	-12%	-4	10%	-11%
COc1ccc(-c2noc(CSc3nnc(C)n3-c3ccc(C)cc3)n2)cc1	-29%	/	/	/	-6	28%	/
CCCCCC(=O)N[C@@H](Cn1ccc(=O)[nH]c1=O)C(=O)O	7%[87.6 µM]	i	-4%[172 µM]	3%[174 µM]	-2	-9%[87.6 µM]	-9%[88.5 µM]
O=C(NCc1ccc(F)cc1)N1CC[C@@H]2COC(=O)N(Cc3ccccc3)[C@@H]2C1	-5%	?	/	?	3	-5%	-6%
CCN(C(=O)c1noc2c1COc1ccc(C)cc1-2)c1cccc(C)c1	-3%	/	/	/	4	12%	/
O=C(CCCc1ccccc1)N1CCCC(Cc2nc(C3CCOCC3)no2)C1 (centres undefined)	-28%	?	-3%	?	-8	8%	0%
COc1ccc(N2CCN(CCCNC(=O)C3COc4ccc(OC)cc4C3)CC2)cc1 (centres undefined)	-7%	/	/	/	13	-11%	/
COc1ccccc1NC(=O)c1cc(S(=O)(=O)NCCC2=CCCCC2)ccc1F	-26%	/	/	/	-7	-11%	/
COc1cccc(-n2c(=O)c3c(C)c(C)sc3n(CC(=O)NCc3ccc(C)cc3)c2=O)c1	-5%	/	/	/	21	-2%	/
O=c1cc(-c2ccc(O)cc2)oc2cc(O)cc(O)c12	-16%&-1%	/	/	/	/	-11%&47%	i
O=C(N[C@H]1CCN2C(=O)c3cc(Br)ccc3NC(=O)[C@@H]2C1)c1ccco1	3%[87.6 µM]	?	-7%[172 µM]	89µM*	-1	-27%[87.6 µM]	-5%[88.5 µM]
CN(c1ccccc1)c1cc(=O)c2ccnc(-c3ccnn3C)c2o1	-3%[87.6 µM]	?	-14%[172 µM]	35µM*	-4	?	i
COc1ccc(C(=O)NCC2c3cc(OC)c(OC)cc3CCN2C(=O)Nc2cccc(C)c2)cc1 (centres undefined)	-3%	-10%	-6%	-13%	0	14%	i
CN(C)c1ccc(CN2CCCC3(C2)C(=NC2CCCCC2)NC(=O)N3c2cc(F)cc(F)c2)cc1 (centres undefined)	?	79µM*	/	?	-11	?	i
COC(=O)c1cc2sc(C)cc2n1Cc1ccc(Br)cc1F	-1%	/	/	/	-3	22%	/

Going on with the list.
SMILES	SNCA viab count	HEK cytotox	FLuc inh	NIH3T3 tox	IP6K1 inhibitor	SNCA expr inh	GPT2 inhibitor
COCCCNC(=O)C1CCN(Cc2cc3ccccc3n2Cc2ccccc2C)CC1	-17%	/	/	/	1	2%	/
Cc1ccccc1C(=O)NC1(C(F)(F)F)N=C(c2ccccc2)N(Cc2ccccc2)C1=O (centres undefined)	-15%	/	/	/	-7	?	/
O=C(Cc1cccs1)N1CCC(n2cc(-c3nc(C4CC4)no3)nn2)C1 (centres undefined)	-6%	-4%	0%	-11%	12	-2%	1%
Cc1ccc(NC(=O)N2CCC(Oc3ncccc3C(=O)N3CCCCC3)C2)c(C)c1 (centres undefined)	-6%	-5%	4%	3%	6	-7%	-1%
C=CCCC(=O)N1[C@@H](c2ccccc2)[C@@H](C(=O)OCC)C[C@]12CCCCN(CCOC)C2=O	/	?	/	?	-4	/	/
COCCOC1CCOC2(CCN(C(=O)c3ccoc3)CC2)C1 (centres undefined)	5%[12.5 µM]	7%	2%	-8%	12	28%	i
Cc1cccc(C(=O)N2CCc3cc(CNS(=O)(=O)c4cccs4)ccc32)c1	-25%	/	/	/	10	-7%	/
COC(=O)C1C2CC3c4[nH]c5cc(OC)ccc5c4CCN3CC2CC(OC(=O)c2cc(OC)c(OC)c(OC)c2)C1OC (centres undefined)	5%	/	/	/	/	-19%	i
COc1ccccc1CCN1CCCC(CN(C)C(=O)Cn2cccnc2=O)C1 (centres undefined)	0%	0%	-5%	0%	13	-11%	1%[11.5 µM]
Cc1ccc(Cn2c(C3CCN(C(=O)c4ccccn4)CC3)n[nH]c2=O)cc1	-2%	?	0%	-9%	-10	-22%	-3%

One compound at a time (already shown):
`O=C(Cc1cccs1)N1CCC(n2cc(-c3nc(C4CC4)no3)nn2)C1` (centres undefined) in the list: SNCA viab count = -6%; HEK cytotox = -4%; FLuc inh = 0%; NIH3T3 tox = -11%; IP6K1 inhibitor = 12; SNCA expr inh = -2%; GPT2 inhibitor = 1%
`COCCCNC(=O)C1CCN(Cc2cc3ccccc3n2Cc2ccccc2C)CC1` in the list: SNCA viab count = -17%; HEK cytotox = /; FLuc inh = /; NIH3T3 tox = /; IP6K1 inhibitor = 1; SNCA expr inh = 2%; GPT2 inhibitor = /

Screening data deposited in PubChem BioAssay by National Center for Advancing Translational Sciences (NCATS).
